Source: PubChem
ADAM17 inh = inhibits human ADAM17; recombinant ADAM17, EDANS/DABCYL FRET peptide cleavage; AID 720648; inhibition, % at 6.95 µM; P78536; 370,000 tested, 0.83% active;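 active = inhibition above the mean of compounds lying between control limits plus 3 SD, set per campaign, cut at about 8.5% in these data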;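 also: 0% = DMSO-only wells as the low control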
ssDAF-12 act = S. stercoralis DAF-12 activation, primary screen; HEK293 ssDAF-12/GRIP1 lit1-tk-luc reporter, luminescence; % of 3 µM dafachronic acid response; activation, % at 6.8 µM; 370,000 tested, 1% active; AID 652126;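 active = activation above the mean over all tested compounds plus 3 SD, cut at about 0.9% in these data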;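 also: 0% = DMSO-only wells and 100% = 3 µM delta7-dafachronic acid wells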
ADAM10 inh = inhibits human ADAM10; 370,000 tested, 0.62% active; AID 720582; O14672; inhibition, % at 7 µM; recombinant ADAM10, EDANS/DABCYL FRET peptide cleavage, 3 h;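 active = inhibition above a per-campaign cutoff equal to the mean of compounds falling between control-based bounds plus 3 SD, cut at about 20% in these data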;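 also: 0% = DMSO wells while the 100% control is not disclosed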
DAX1 inh-1 = DAX1 (NR0B1) inhibition, primary screen | HEK293T StAR-luciferase reporter, SF-1/DAX-1 repression relief | inhibition, % at 6.8 µM | AID 652010 | 370,000 tested, 1.1% active;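 active = inhibition above the mean over all tested compounds plus 3 SD, cut at about 3.6% in these data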;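 also: 0% = DAX-1 cells with DMSO and 100% = cells lacking DAX-1 with DMSO; higher inhibition means more luminescence from relief of DAX-1 repression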
HGIII-sPLA2 inh = Inhibits HGIII-sPLA2 liposome hydrolysis, primary screen. QFRET BODIPY PC-A2 liposome hydrolysis, fluorescence. inhibition, % at 12.2 µM. 370,000 tested, 0.56% active. AID 743126;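 active = inhibition above mean plus 3 SD of compounds lying within the high and low control bounds, cut at about 19% in these data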;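 also: 0% = median of test compound wells and 100% = no enzyme DMSO wells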
DAX1 inh-2 = NR0B1 (DAX1) inhibition. HEK293 Gal4-DAX1 luciferase reporter, luminescence. P51843. 340,000 tested, 0.99% active. AID 504766. inhibition, % at 6.75 µM;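 active = inhibition above the mean over all tested compounds plus 3 SD, cut at about 4.2% in these data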;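 also: 0% = DAX1-transfected cells with DMSO and 100% = empty-vector control cells with DMSO; inhibition shows as a rise in luminescence from relieved DAX1 repression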
GAA850 FXN act = frataxin GAA850 promoter activation; HEK293 lucGAA850 FXN promoter luciferase reporter, 24 h; percent of 10 µM SAHA response; activation, % at 6 µM; 360,000 tested, 0.56% active;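 active = activation above the average of all compounds screened plus 3 SD, cutoff fixed separately per campaign, cut at about 7.5% in these data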;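 also: 0% = DMSO wells and 100% = 10 µM SAHA wells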
hcDAF12 agonist = activates DAF-12 receptor from parasite H. contortus. HEK293 hcDAF-12 lit1-tk-luc reporter, luminescence; 0% DMSO, 100% Δ7-dafachronic acid. activation, % at 6.8 µM. 370,000 tested, 1.4% active;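 active = activation above the mean of all tested compounds plus 3 SD, cut at about 5.5% in these data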;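 also: 100% = response to 3 µM Δ7-dafachronic acid high control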
hgDAF-12 ag = hgDAF-12 agonism, primary luciferase screen | HEK293 GAL4-hgDAF12 UAS-luciferase reporter, agonist luminescence; normalized to butyrate control | 370,000 tested, 1.8% active | activation, % at 6.8 µM;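 active = activation above a cutoff set at the mean of all screened compounds plus 3 SD, cut at about 10% in these data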;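 also: 0% = DMSO wells and 100% = sodium butyrate wells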
PLCg1 inh = PLC-gamma1 (human) inhibition, primary screen; purified PLC-gamma1, fluorogenic substrate, fluorescence; inhibition, % at 12.2 µM; 370,000 tested, 0.84% active; in the data active = inhibition above about 9.5%
PLCb3 inh = PLC-beta3 (human) inhibition, primary screen | Q01970 | 370,000 tested, 0.18% active | inhibition, % at 12.2 µM | Purified PLC-beta3, fluorogenic substrate, fluorescence | AID 720704; in the data active = inhibition above about 11%;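 also: 0% = median of compound wells on plate and 100% = full blocker control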
* = called active by the depositor; . = no result given.

SMILES	ADAM17 inh	ssDAF-12 act	ADAM10 inh	DAX1 inh-1	HGIII-sPLA2 inh	DAX1 inh-2	GAA850 FXN act	hcDAF12 agonist	hgDAF-12 ag	PLCg1 inh	PLCb3 inh
Cc1ccc(SCC(=O)OC(C)C(=O)NC2(C#N)CCCCC2)cc1 (centres undefined)	1.0	-0.5	2.9	-0.7	-3.1	0.0	1.8	-0.1	0.6	0.1	-7.0
Cn1nc(C(F)(F)F)c(C#N)c1N1CCN(c2ccc(F)cc2)CC1	6.1	-1.9	10.7	-1.9	6.1	-0.4	-4.4	-3.2	-3.1	5.3	-0.1
CC1(C)C[C@@H](O)CC2(C1)C[C@]1(C)CC(O)[C@H]2C(C)(C)C1 (some centres undefined)	3.3	-1.0	4.0	0.2	2.0	.	-1.5	-0.9	-0.9	5.0	2.0
O=C(Nn1cnc2ccccc2c1=O)c1ccc(F)cc1Cl	-3.2	-0.9	-23.8	1.3	2.6	-0.3	3.3	-1.0	2.6	-2.1	-2.4
CCc1ccc(N2C(=O)Cc3c2nc(N)c(C#N)c3N)cc1	-13.3	-0.1	-33.0	1.2	4.9	1.0	3.6	5.0	9.2	-25.8	-35.4
Cc1cc2nnc(SCC(=O)N(C)C3CCS(=O)(=O)C3)n2c2ccccc12 (centres undefined)	-30.5	-0.8	-73.8	0.3	1.8	-0.9	3.3	-1.6	-1.5	-46.1	-55.8
CC(OC(=O)C1CCN(S(=O)(=O)c2ccc(C(C)(C)C)cc2)CC1)C(=O)N(C)C1CCCCC1 (centres undefined)	-2.4	-0.7	-12.8	-0.4	2.4	0.2	0.5	-1.9	-0.7	4.3	-5.9
COc1ccc(NC(=O)c2cccc(N3C(=O)C4CC=C(C)CC4C3=O)c2)c(OC)c1 (centres undefined)	-0.3	-0.3	6.7	-0.3	-8.0	-1.6	0.0	-3.1	-0.8	-1.5	0.9
COc1ccc(N2CCN(C(=O)c3ccc(S(=O)(=O)N4CCOCC4)cc3)CC2)cc1	0.6	0.9	-7.5	0.1	8.1	0.7	-0.2	-1.3	-1.3	1.7	-2.4
Cc1cccnc1NC(=O)CSc1ccc2c(c1)OCCO2	-10.0	-0.7	-10.2	-0.9	12.8	0.8	3.0	0.3	4.0	1.2	-11.3
COc1ccc(N2CCN(Cc3cc(=O)oc4cc(-c5ccccc5)c(O)cc34)CC2)cc1	-3.2	-1.4	1.3	0.2	-8.3	-0.9	0.3	-0.9	-2.7	-10.4	-9.9
COCCN(C(=O)COC(=O)CC(C)c1ccccc1)c1c(N)n(Cc2ccccc2)c(=O)[nH]c1=O (centres undefined)	-6.2	-1.2	-7.3	1.8	2.5	-0.5	0.5	-0.4	1.7	-1.4	-7.6

A second format for some results above.
Sequence of screens: ADAM17 inh | ssDAF-12 act | ADAM10 inh | DAX1 inh-1 | HGIII-sPLA2 inh | DAX1 inh-2 | GAA850 FXN act | hcDAF12 agonist | hgDAF-12 ag | PLCg1 inh | PLCb3 inh
> CCc1ccc(N2C(=O)Cc3c2nc(N)c(C#N)c3N)cc1
 : -13.3 | -0.1 | -33.0 | 1.2 | 4.9 | 1.0 | 3.6 | 5.0 | 9.2 | -25.8 | -35.4
> Cc1cc2nnc(SCC(=O)N(C)C3CCS(=O)(=O)C3)n2c2ccccc12 (centres undefined)
 : -30.5 | -0.8 | -73.8 | 0.3 | 1.8 | -0.9 | 3.3 | -1.6 | -1.5 | -46.1 | -55.8
> CC(OC(=O)C1CCN(S(=O)(=O)c2ccc(C(C)(C)C)cc2)CC1)C(=O)N(C)C1CCCCC1 (centres undefined)
 : -2.4 | -0.7 | -12.8 | -0.4 | 2.4 | 0.2 | 0.5 | -1.9 | -0.7 | 4.3 | -5.9
> COc1ccc(NC(=O)c2cccc(N3C(=O)C4CC=C(C)CC4C3=O)c2)c(OC)c1 (centres undefined)
 : -0.3 | -0.3 | 6.7 | -0.3 | -8.0 | -1.6 | 0.0 | -3.1 | -0.8 | -1.5 | 0.9
> COc1ccc(N2CCN(C(=O)c3ccc(S(=O)(=O)N4CCOCC4)cc3)CC2)cc1
 : 0.6 | 0.9 | -7.5 | 0.1 | 8.1 | 0.7 | -0.2 | -1.3 | -1.3 | 1.7 | -2.4
> Cc1cccnc1NC(=O)CSc1ccc2c(c1)OCCO2
 : -10.0 | -0.7 | -10.2 | -0.9 | 12.8 | 0.8 | 3.0 | 0.3 | 4.0 | 1.2 | -11.3
> COc1ccc(N2CCN(Cc3cc(=O)oc4cc(-c5ccccc5)c(O)cc34)CC2)cc1
 : -3.2 | -1.4 | 1.3 | 0.2 | -8.3 | -0.9 | 0.3 | -0.9 | -2.7 | -10.4 | -9.9

Next section.
SMILES	ADAM17 inh	ssDAF-12 act	ADAM10 inh	DAX1 inh-1	HGIII-sPLA2 inh	DAX1 inh-2	GAA850 FXN act	hcDAF12 agonist	hgDAF-12 ag	PLCg1 inh	PLCb3 inh
CCOC(=O)N1CCN(C(=O)C[C@H]2C[C@@]3(C(=O)OC)C(=C[C@H](C4CCCC4)O[C@@H]3C)N(Cc3cccc4ccccc34)C2=O)CC1	7.7	-1.3	23.6*	0.0	-8.6	.	.	-1.5	-3.4	3.6	0.9
COC(=O)C(CCSC)NC(=O)CNS(=O)(=O)c1ccc(Br)cc1 (centres undefined)	-2.9	0.1	0.7	-0.3	-0.3	-0.4	2.1	-1.6	-0.5	-0.2	-2.2
CCOC(=O)C(=O)Nc1nc(-c2ccccc2)c(-c2ccccc2)o1	-21.1	-0.1	-57.3	-0.5	-2.4	2.2	0.9	2.1	-2.2	-97.9	-128.1
CC(C)CCC1(CCNC(=O)c2cccs2)CCOC(C)(C)C1 (centres undefined)	-2.9	-1.7	0.8	-0.5	2.4	-3.6	-0.2	-2.7	-0.5	-0.7	-6.5
O=C(CSc1nc2c(oc3ccccc32)c(=O)n1CC1CCCO1)NCc1ccc(F)cc1 (centres undefined)	-0.1	-1.2	3.7	1.7	5.0	-0.2	2.1	0.4	-2.1	2.7	-2.2
COc1ccc(OC)c(S(=O)(=O)N2CCCC(C(=O)NCc3ccco3)C2)c1 (centres undefined)	1.8	-1.7	-11.7	-0.1	2.0	-0.3	1.7	-2.1	-2.5	4.1	-32.0
CN(c1ccccc1)S(=O)(=O)c1cccc(NC(=O)C2CC(=O)N(Cc3ccccc3)C2)c1 (centres undefined)	0.1	-1.9	8.8	-0.7	-24.1	-0.8	-1.5	-1.6	-2.0	5.4	-4.5
CCOC(=O)C1CCN(C(=O)C2CC(=O)N(c3ccc(C)cc3)C2)CC1 (centres undefined)	-3.3	0.5	-2.8	0.0	2.5	0.1	1.7	-0.4	1.3	0.6	-2.4
O=C(Nc1ccc2c(c1)OCO2)N1CCOCC1	-4.3	-0.4	-12.6	-0.6	6.7	-0.2	1.0	-0.3	-1.0	-31.0	-1.4
CCOc1ccc2c(c1)cc(CN(C(=O)CC)C1CCCCC1)c1nnnn12	-3.6	-0.5	-8.2	-0.3	-6.0	0.8	1.5	-0.1	-2.8	4.0	-2.8
COC(=O)c1ccccc1Oc1cnc2ccccc2n1	-2.9	-1.3	-1.7	-0.3	2.6	-1.6	-0.7	-0.1	-1.8	-4.5	-6.4
COCc1c(Br)c(C)nc(OCC(=O)N/N=C/c2cc(C)n(-c3ccc([N+](=O)[O-])cc3)c2C)c1C#N	-2.8	-0.8	0.3	0.2	-3.9	-0.7	2.2	0.3	0.5	-2.5	1.6
COc1cc(/C=N/NC(=O)c2ccc(Cn3cc([N+](=O)[O-])cn3)o2)cc(Br)c1O	7.1	-0.3	8.0	0.0	2.1	0.7	0.3	-1.4	0.8	3.9	5.5
CCOC(=O)c1c(CN2CCC(C)CC2)n(C)c2cc(Br)c(OC)cc12	-2.4	-1.5	9.6	0.1	6.6	4.9*	0.3	0.7	-1.7	0.4	-11.5
COC(=O)c1ccc(/C=N/N2C(C)CCCC2C)cc1 (centres undefined)	-3.1	-0.9	-1.8	-0.2	1.9	2.1	2.9	-1.1	-1.1	0.0	-3.7
Cc1ccc(NC(=O)CC2SC3=NCCN3C2=O)cc1 (centres undefined)	-2.6	-1.5	4.7	-0.1	-5.6	0.3	-1.4	-1.5	0.0	-1.4	1.1
COc1ccccc1C(=O)Nc1cccc2nc(C)ccc12	-1.1	-1.9	-2.6	-0.2	-0.3	0.1	1.8	-2.4	-2.0	-20.3	-27.6
COc1cccc(C(=O)NCC(=O)OCc2ccc(F)cc2Cl)c1	-2.3	-1.5	-0.2	-0.5	-1.5	2.1	1.4	-1.4	-0.8	-1.2	-1.8
CCCCCOC(=O)Cc1c(C)nc(-c2ccccc2)[nH]c1=O	0.2	-0.4	0.7	-0.2	-6.3	-0.2	-0.2	-0.6	2.4	1.5	5.7
CC(C)(C)c1cc(Cc2ccccc2)[nH]n1	-0.3	-1.6	2.2	-0.4	-3.1	0.2	1.9	0.9	-1.2	1.0	4.2
CCCC(=O)N1CCN(c2ccc(NC(=S)NC(=O)c3cccc(C)c3)cc2)CC1	-1.3	-1.3	0.1	-0.3	4.2	0.6	0.5	-0.6	0.4	-0.3	-5.7
Cc1ccc(N2C(=O)C(Cl)=C(N3CCN(C)CC3)C2=O)c(C)c1	0.1	-1.2	-7.9	-1.0	-0.1	1.7	-2.5	-0.1	0.5	-4.8	-3.8
Cc1cc(C)n(CC(O)Cn2c(C)c(C)c3ccccc32)n1 (centres undefined)	-1.4	-1.2	8.2	0.3	7.5	-0.1	-3.2	-0.3	3.0	-4.5	-1.9
O=C(COC(=O)c1ccncc1)NCc1ccccc1	-2.6	-0.9	-9.4	0.1	4.8	-0.3	0.3	-1.0	-0.4	1.6	-2.1
Cc1ccc2c(C)ccc(O)c2n1	-1.1	-1.4	-0.9	-1.1	0.5	1.2	-1.6	-1.0	0.9	1.2	2.3
CCc1ccccc1NC(=O)/C(=C/c1ccco1)c1ccccc1	-1.1	-1.4	2.9	-0.7	2.8	-0.4	1.9	-1.8	-1.8	-5.9	-7.6
CCOC(=O)c1sc2ncnc(Nc3cccc(C(=O)O)c3)c2c1C	0.0	-1.4	-4.6	-0.1	5.0	0.6	-1.6	-0.3	-0.6	-4.2	-9.9
COc1ccc(CCNC(=O)C2CC3Cn4c(nc5cc(C)c(C)cc54)C3N2C)cc1 (centres undefined)	1.6	-0.8	-1.8	0.6	0.5	-0.3	-1.1	-2.6	-1.8	4.0	-3.7
CC1(C)CC(=O)C(C(C2=C(O)CC(C)(C)CC2=O)c2cccnc2)C(=O)C1 (centres undefined)	-1.0	-0.9	-2.0	-0.2	-3.1	1.4	-2.8	-0.1	2.0	-3.4	0.5
CC1(C)C(=O)Nc2ccccc2N1C(=O)COC(=O)c1cc(Cl)cc(Cl)c1	2.2	-1.1	-3.7	-0.1	-0.4	1.2	0.1	-0.7	-4.4	-4.2	-10.3
O=Cc1ccc(-n2cncn2)cc1	1.4	-1.8	-0.8	0.1	-0.3	-0.5	1.4	1.0	2.0	5.2	4.4
CCN(CC)C(=O)CSc1nnc(-c2cc(-c3ccc(Cl)cc3)nc3ccccc23)o1	-3.1	-1.0	-12.2	0.9	19.0	-1.1	1.1	0.3	5.8	8.9	-13.3
